HEK293 tox – cytotoxic in the GLP-1 receptor inverse agonist counter-screen. HEK293 cAMP-luciferase reporter cells, luminescence, 24 h. Potency, µM (titrated, usually from 38.3 µM), without a hit: at the highest dose activity change, negative = inhibition, usual class: inhibitors. AID 624418. hit rate 0.13% among 410,000;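 further: loss of luciferase light is scored as toxicity; on the % scale 0 is the no-effect control and ±100 the full control effect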
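Luminescence readout: signal drop marks cytotoxicity. Plated cells grew 12 h at 37 °C, 5% CO2, received 23 nL compound for 24 h, then got luciferase reagent, read after 12 min at RT.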
TDP43 rescue – inhibitors of TDP-43 toxicity in yeast. TDP-43 expressing yeast growth rescue, BacTiter-Glo, 24 h. Potency, µM (doses to about 46.1 µM), inactives show at the highest dose growth rescue (activation), most hits filed as activators. hit rate 1.8% among 410,000. AID 652104; further: % of control where 0% means no effect; nearly all actives have a fitted effect of over 50% in size
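Cell-based yeast growth screen: TDP-43 expression induced in galactose, inoculum OD600=0.02 after raffinose pregrowth to mid-log. Read-out BacTiter-Glo luminescence at 24 hr, 30 deg C; inhibition of toxicity seen as signal increase.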
SW480 rereplic – induces DNA re-replication in SW480 colon adenocarcinoma cells; hit rate 1.8% among 340,000; Potency, µM (highest dose often 46.1 µM), inactives show top-dose re-replication activation, most hits filed as activators; AID 624297; SW480 DNA re-replication, Hoechst DNA content imaging, 48 h; further: % of control where 0% means no effect; nearly all actives have a fitted effect of over 55% in size
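Image-based read-out: total Hoechst fluorescence of nuclei (405 nm excitation, 500-530 nm emission), with hits raising the fraction of high-intensity nuclei. SW480 colon cells incubated 48 hr with compounds at 37 C.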
GLP1R ag – activates the human GLP-1 receptor; hit rate 0.007% among 380,000; Potency, µM (doses to about 45.6 µM), for the others: at the highest dose activation, usual class: activators; HEK293 GLP-1R CRE-luciferase, luminescence, 4-6 h; cells express a hypersensitive GLP-1R form; P43220; further: % of control where 0% means no effect
Target sequence (P43220 whole entry, looked up): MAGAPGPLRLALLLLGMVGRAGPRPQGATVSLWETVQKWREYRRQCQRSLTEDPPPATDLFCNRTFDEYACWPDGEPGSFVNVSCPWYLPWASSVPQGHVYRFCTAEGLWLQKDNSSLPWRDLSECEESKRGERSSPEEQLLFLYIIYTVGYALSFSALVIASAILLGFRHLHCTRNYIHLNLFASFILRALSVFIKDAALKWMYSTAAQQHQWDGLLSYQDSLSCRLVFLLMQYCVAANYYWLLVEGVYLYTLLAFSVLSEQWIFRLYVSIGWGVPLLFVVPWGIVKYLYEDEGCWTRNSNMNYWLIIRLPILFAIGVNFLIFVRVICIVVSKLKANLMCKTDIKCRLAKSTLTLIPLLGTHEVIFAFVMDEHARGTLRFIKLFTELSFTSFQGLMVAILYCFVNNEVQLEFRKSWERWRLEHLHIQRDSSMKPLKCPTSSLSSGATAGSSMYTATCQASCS
HT1080 IDH1KD tx – HT-1080 IDH1 knockdown cell toxicity (counter line); HT-1080 IDH1 knockdown viability, ATP luminescence, 48 h; Potency, µM (highest dose often 46.1 µM), inactives show at the highest dose activity, negative = toxicity, hits mostly cytotoxic; hit rate 2% among 360,000; AID 686971;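 further: 0% = DMSO wells and -100% = cell-free medium wells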
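Assay cells: HT-1080 with IDH1 knockdown, 750 per well, RPMI/5% FBS. Exposure: 48 h at 37 °C following 2 h pre-incubation. Read: CellTiter-Glo luminescence; fitted concentration-response, curve class assigned.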
KB-V1 cytotox – kills drug-selected multidrug resistant KB-V1 cells. KB-V1 MDR cells viability, CellTiter-Glo, 72 h. Potency, µM (top dose mostly 46.1 µM), for the others: top-dose activity change, negative = cytotoxicity, actives largely listed as cytotoxic. hit rate 3.4% among 400,000. AID 1347076; further: on the % scale 0 is the no-effect control and ±100 the full control effect; nearly all actives have a fitted effect of over 60% in size
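KB-V1 MDR subline cells in DMEM (phenol-red free, 10% FBS) exposed to compounds in qHTS concentration series for 72 h at 37 degrees C. Viability read by CellTiter-Glo luminescence; concentration-effect curves fitted after normalization and correction.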
KB-3-1 tox – KB-3-1 parental cell cytotoxicity; KB-3-1 viability, CellTiter-Glo ATP luminescence, 72 h; Potency, µM (highest dose often 46.1 µM), for the others: top-dose activity change, negative = cytotoxic, actives largely listed as cytotoxic; hit rate 1.4% among 400,000; further: on the % scale 0 is the no-effect control and ±100 the full control effect; nearly all actives have a fitted effect of over 60% in size
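72 h, 37 °C compound treatment of KB-3-1 parental cells; CellTiter-Glo added, 10 min, luminescence read. Data corrected against DMSO-only plates and normalized before curve fitting.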
GLP-1R inv ag – acts as inverse agonist at human GLP-1 receptor | HEK293 GLP-1R CRE-luciferase, luminescence, 24 h; GLP-1R form is constitutively active | hit rate 1.6% among 410,000 | Potency, µM (top dose mostly 38.3 µM), for inactives: at the highest dose activity change, negative = inhibition, usual class: inhibitors | AID 624417 | P43220; further: on the % scale 0 is the no-effect control and ±100 the full control effect; nearly all actives have a fitted effect of over 55% in size
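HEK293 cells stably co-expressing constitutively active GLP-1R and a cAMP-responsive luciferase reporter were seeded in DMEM with 10% Nu serum, given compounds after 12 h, and incubated 24 h at 37 deg C. Luminescence was then read.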
HT1080-NT tox – kills 2HG-producing HT-1080-NT fibrosarcoma cells. HT-1080-NT fibrosarcoma viability, CellTiter-Glo ATP luminescence, 48 h. Potency, µM (doses to about 46.1 µM), inactives show at the top dose activity, negative = less viability, actives largely listed as cytotoxic. hit rate 1.6% among 360,000. AID 686970;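 further: NT is the 2HG producing partner of a matched IDH1 knockdown line; 0% = DMSO-treated cells and -100% = media-only wells without cells; nearly all actives have a fitted effect of over 55% in size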
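Toxicity toward the 2HG-producing NT line was scored as %Activity, normalised to DMSO and no-cell wells, from CellTiter-Glo luminescence after 48 hours' treatment.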
Starred values were filed as active, the others as inactive; ? = inconclusive; / = not tested or not shown; & = joins results of further samples; [ ] = remark or other dose. The call rests on the fitted dose curve; in most records, active means well fitted curve in the direction sought with a large enough effect; inconclusive means small, poorly fitted or top-dose-only effect, or another doubt; inactive means no such curve, though single readings can be large; an effect the other way counts as inactive or inconclusive. Potency means the concentration at half of the fitted maximal effect.

mol | HT1080 IDH1KD tx | SW480 rereplic | HT1080-NT tox | KB-3-1 tox | GLP-1R inv ag | KB-V1 cytotox | TDP43 rescue | GLP1R ag | HEK293 tox
CS(=O)(=O)N(CC(=O)NC1CCCC1)c1ccc2c(c1)OCCO2 | 7% | -4% | 2% | 6% | 2% | -21% | -21% | 2% | -6%
COc1ccccc1N1CCN(S(=O)(=O)c2c(C)[nH]c(C)c2C(=O)N2CCCCC2)CC1 | -1% | -2% | 1% | 2% | -3% | 4% | -3% | 3% | -10%
O=C(NCC(=O)N(Cc1ccco1)C(C(=O)NC1CCCC1)c1ccncc1)c1cccs1 (configuration not stated) | 2% | 1% | 6% | 10% | -13% | 10% | -4% | -4% | -14%
COc1cc(CN2CCN(S(=O)(=O)c3ccccc3)CC2)cc(OC)c1O | / | / | / | 5% | 4% | 20% | 14% | / | -5%
Cc1ccc(S(=O)(=O)N2CC3(O)CN(C(=O)OC(C)C)N(C(=O)OC(C)C)CC3(OC(=O)NCc3ccccc3F)C2)cc1 (configuration not stated) | -23% | / | -19% | 0% | ? | 0% | 22% | -5% | ?
CCOCCCNC(=S)N1CCCC(c2nc3ccc(C)cc3[nH]2)C1 (configuration not stated) | -14% | -2% | -2% | -3% | -30% | -13% | -2% | -3% | ?
CCOc1cc(N2CCOCC2)c(OCC)cc1NC(=O)CN1C(=O)C2C3C=CC(C3)C2C1=O (configuration not stated) | 1% | -7% | 7% | -5% | 11% | -4% | 14% | 7% | 17%
CCCCC(=O)Nc1ncc(S(=O)(=O)c2ccc([N+](=O)[O-])cc2)s1 | -7% | -17% | 3% | -11% | 8% | -9% | 10% | -4% | -2%
S=c1[nH]nc2nnc3ccccc3n12 | -15% | 7% | -7% | ? | -2% | 25% | -3% | -3% | -16%
O=C(NC(Cc1ccccc1)C(=O)O)/C(=C/c1ccc(Cl)cc1)NC(=O)c1ccccc1 (configuration not stated) | -1% | -7% | -2% | 1% | 22% | ? | 2% | -6% | 16%
COc1ccccc1NS(=O)(=O)c1cccc(N=C2N=C(N)c3ccccc32)c1 | -24% | 4% | -17% | 7% | -21% | 5% | 27% | -7% | 4%
CC(C)(C)c1ccc(C(=O)CS(=O)(=O)c2ccccc2)cc1 | -8% | 4% | -7% | -8% | ? | -14% | -9% | 4% | 37%[activator]
COC(=O)C(Cc1c[nH]c2ccccc12)NC(=O)c1cncc(Br)c1 (configuration not stated) | -7% | -2% | -6% | -5% | 2% | -12% | -1% | -2% | 0%
Cc1ccc(NC(=O)CN(C)C(=O)COC(=O)[C@@H](NC(=O)c2ccccc2F)C(C)C)cc1 | 1% | -1% | 5% | 2% | 1% | 6% | 0% | -2% | -6%
CC1CN(C(=O)CS(=O)(=O)Cc2ccc(Cl)cc2)CC(C)O1 (configuration not stated) | 9% | -1% | 23% | 14% | 3% | 1% | -2% | 2% | -7%
Cc1ccc(N=c2c([N+](=O)[O-])nn(-c3ccccc3)n2O)c(C)c1 | ? | ? | 3% | ? | -13% | -28% | 23% | 13% | -11%
Cc1nc(NC(=O)COC(=O)C2=NNC(=O)CC2)c(Cl)cc1Cl | 22% | 1% | 27% | 3% | 15% | 0% | -17% | 3% | -7%
O=C(CSc1ncnc2c1oc1ccccc12)Nc1ccccc1C(F)(F)F | -2% | -1% | -4% | 1% | 6% | 2% | 3% | 3% | 0%
CC(C)(C)c1ccc(CC(=O)N2CCC2(C)C(=O)Nc2cnc3ccccc3c2)cc1 (configuration not stated) | ? | / | ? | ? | ? | 16µM* | 18µM* | 12% | -3%
CCC(Oc1ccc(C)cc1)C(=O)Nc1ccccc1C(=O)N1CCOCC1 (configuration not stated) | 3% | -1% | 1% | 17% | -12% | -28% | -4% | -11% | -3%
O=C(CCS(=O)(=O)c1nc(-c2ccc3c(c2)OCO3)cc(C(F)(F)F)n1)Nc1ccccc1C(F)(F)F | / | / | / | -14% | ? | -7% | -11% | / | -1%
Cc1ccc(NC(=O)CN(C)C(=O)c2cc(-c3cccs3)nn2-c2ccccc2)cc1 | -8% | -25% | -4% | -20% | 7.9µM* | -4% | -2% | 4% | 6%
CCCCSc1nc2sc3c(c2c(=O)[nH]1)CC(C)(CC)OC3 (configuration not stated) | -13% | 0% | -14% | 3% | -14% | 2% | 10% | 3% | 0%
Cc1c(C(=O)NCc2ccc(OC(C)C)cc2)sc2ncnc(N(C)C3CCCCC3)c12 | / | / | / | 1% | 3% | -14% | 21%[9.22 µM] | / | -2%
COCC(=O)O[C@]1(CCN(C)CCCc2nc3ccccc3[nH]2)CCc2cc(F)ccc2[C@@H]1C(C)C | ? | ? | ? | ? | ? | 15µM* | 21% | -7%&0% | ?
CCC(=O)N1CCCC(C(=O)Nc2ccc3cn[nH]c3c2)CC1 (configuration not stated) | 2% | / | -2% | 0% | -16% | 3% | ? | 13% | 3%
O=C(CNCc1ccccc1)Nc1ccc(Cl)cc1 | 8.2µM* | ? | 8.2µM* | 10µM* | ? | ? | 12% | 4% | -21%
Nc1nc(SCC(=O)Nc2ccc([N+](=O)[O-])cc2)[nH]c(=O)c1NC(=O)c1ccc(Br)o1 | -7% | -3% | -3% | -1% | 10% | -3% | -7% | -3% | 2%
COc1cc(C(=O)N2CCN(S(=O)(=O)c3ccc(Cl)cc3)CC2)ccc1OCC(=O)N1CCOCC1 | -2% | -2% | -2%[9.24 µM] | 5% | 5% | -12% | -14% | -5% | 14%
COc1ccc(CCN(C)C(=O)CCCN2C(=O)c3cccc4cccc(c34)C2=O)cc1OC | 2% | 2% | 4% | -5% | 137%[activator] | ? | 2% | ? | 1%
Cc1ccc(C(=O)NNc2cc(=O)n(C)c(=O)n2C)cc1C | 1% | -7% | 6% | 2% | -8% | 17% | 8% | 4% | -12%
COC(=O)c1ccc(NC(=O)C2CC3CCC2C3)cc1 (configuration not stated) | -9% | -28% | 8% | 8% | -25% | -21% | 15% | 22% | 4%
COc1cc(S(=O)(=O)N2CCCC3(CCCCC3)C2)ccc1-n1cnnn1 | -10% | -4% | -5% | -17% | 12% | 21µM* | 20% | 11% | 7%
CCN(CC)S(=O)(=O)c1cc(NC(=O)c2cccc(N3C(=O)CCC3=O)c2)ccc1Cl | 1% | -9% | 1% | -12% | 4% | 1% | 18% | 4% | -3%
Cc1cc(Sc2nc(N)ncc2[N+](=O)[O-])ncn1 | 6.5µM* | ? | 5.8µM* | 16µM* | ? | 2% | ? | -1% | ?
COC(=O)c1ccc(NC(=O)CN(c2cccc(C(F)(F)F)c2)S(C)(=O)=O)cc1 | / | / | / | 0% | ? | -15% | 22% | / | -4%
Cc1nn(Cc2ccc(C(=O)N3N=C(C(F)F)CC3(O)C(F)F)cc2)c(C)c1[N+](=O)[O-] (configuration not stated) | -27% | 0% | ? | -14% | 0% | 8.2µM* | -22% | -4% | 5%
O=C(O)c1cccc(S(=O)(=O)N2CCC(n3nnc4cc(C(F)(F)F)ccc43)CC2)c1 | -1% | -4% | 0% | 7% | -4% | -3% | 0% | -1% | 7%
CCN(CC)CCC(=O)N1c2ccccc2Sc2ccc(Cl)cc21 | 21µM* | 14µM* | ? | 0% | 1% | ? | 28% | -2%&-3% | -29%
Cc1cccc(NC(=O)CSc2nnc(-c3ccco3)c(-c3ccco3)n2)c1 | -8% | -9% | -5% | 2% | 7% | -12% | 18% | 12% | 9%
COc1ccccc1-n1cnc2c(c1=O)c1nc3ccccc3nc1n2-c1ccc(C)c(C)c1 | 27% | 13% | 20% | -6% | -1% | -6% | 20% | -1% | 9%
CCC(=O)N1CCc2cc(S(=O)(=O)CCC(=O)Nc3ccc(Cl)c(C(F)(F)F)c3)ccc21 | / | / | / | 7% | -8% | -7% | 16% | -4% | -3%
O=C(CSc1nc(-c2ccccc2Cl)ns1)NCc1ccco1 | 2% | -1% | 4% | -3% | 0% | ? | 33% | 6% | -22%
Fc1cccc(NC(=S)N2CCCCC2)c1 | 16% | 0% | 11% | -5% | -7% | -21% | 14% | -8% | -18%
COc1ccc(NC(=O)c2cc(-c3cc(C)cs3)[nH]n2)cc1OC | -11% | / | -2% | -3% | -48% | 4% | ? | 26% | -6%
COc1ccc(NC(=O)C(=O)NNC(=O)c2cccs2)c(OC)c1 | 6% | 1% | 1% | -4% | 0% | -15% | -21% | -11% | -7%
CCOc1ccc(C2c3c(oc4ccccc4c3=O)C(=O)N2c2nnc(C)s2)cc1OC (configuration not stated) | / | / | / | 4% | 2% | 4% | 2% | / | -3%
O=C(NCC1CCCO1)C(=O)c1c[nH]c2ccccc12 (configuration not stated) | -1% | ? | 1% | 6% | 2% | ? | -8% | 8% | 6%
CCc1nc(CNC(=O)C2CCC(=O)N(Cc3cccc(OC)c3)C2)no1 (configuration not stated) | 14% | 6% | 19% | 12% | 2% | 0% | 7% | 2% | -9%
O=C(Nc1ccc(C(=O)O)cc1)Nc1ccc([N+](=O)[O-])cc1 | 6% | 2% | 19% | -4% | 8% | 26% | 15% | -8% | 5%
Cc1cccc(NC(=O)CSc2nc(-c3cccs3)cc(C(F)(F)F)c2C#N)c1C | / | / | / | 2% | 14% | -13% | 10% | / | -3%
O=C(Nc1ccc(F)cc1)c1ccccc1NS(=O)(=O)N1CCCC1 | -16% | -1% | 0% | 1% | -12% | 22% | -18% | 9% | 3%
O=C(CC(C(=O)O)c1cccc(Br)c1)c1ccc(Cl)cc1 (configuration not stated) | -1% | 11% | -2% | -4% | ? | 3% | -16% | -3% | 7%
COc1ccccc1CNC(=O)COc1cc2c(c3oc(=O)cc(C)c13)CCC(C)(C)O2 | -14% | ? | -1% | -6% | -24% | 16µM* | 3% | ? | -6%
Cc1ccc(NC(=O)COC(=O)Cn2cnc3ccccc32)c(C)c1 | -1% | -5% | 8% | 8% | -1% | 11% | 19% | 7% | 9%

Screens as filed in PubChem.

Not a hit list; any-hit rate near 9.4%.
